# Compound activity: PubChem BioAssay, several laboratories
# Runt-CBFb FRET: inhibitors of RUNX1 Runt–CBFb binding, primary screen, biochemical, FRET, Cerulean-Runt, Venus-CBFb, uHTS; inhibition, % at 20 µM; 220,000 tested, 0.46% active; Cerulean-Runt/Venus-CBFb FRET ratio 530/480, 1 h;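 active = inhibition over about 50% at 20 µM in the single-dose screen, limit read from the data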;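 note: 0% = DMSO wells and 100% = excess unlabeled CBFb competitor control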
# Target sequence (Q01196 whole entry, looked up): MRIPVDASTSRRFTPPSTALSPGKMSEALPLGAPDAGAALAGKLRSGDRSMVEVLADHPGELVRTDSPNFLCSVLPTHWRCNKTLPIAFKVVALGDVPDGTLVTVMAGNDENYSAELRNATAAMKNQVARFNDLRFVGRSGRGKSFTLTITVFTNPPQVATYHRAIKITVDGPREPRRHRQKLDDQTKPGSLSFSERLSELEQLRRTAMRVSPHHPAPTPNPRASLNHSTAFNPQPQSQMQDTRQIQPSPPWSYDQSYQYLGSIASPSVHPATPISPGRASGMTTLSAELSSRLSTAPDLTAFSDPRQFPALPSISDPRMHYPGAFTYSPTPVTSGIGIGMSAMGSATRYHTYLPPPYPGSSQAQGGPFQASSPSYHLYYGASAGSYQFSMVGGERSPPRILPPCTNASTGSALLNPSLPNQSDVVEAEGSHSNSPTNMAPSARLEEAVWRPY
# Target sequence (Q13951 whole entry, looked up): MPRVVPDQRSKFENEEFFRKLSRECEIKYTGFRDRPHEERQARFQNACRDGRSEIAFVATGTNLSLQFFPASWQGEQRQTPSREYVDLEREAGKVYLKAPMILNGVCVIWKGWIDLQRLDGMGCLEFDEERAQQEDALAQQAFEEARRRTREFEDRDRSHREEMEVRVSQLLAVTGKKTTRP
#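 Assay system: Cerulean-tagged RUNX1 Runt domain (FRET donor) fusion protein / Amount: 100 nM each of Venus-CBFb and Cerulean-Runt domain / Medium: Tris buffer pH 7.5 with salts and BSA / Also added: Venus-CBFb 100 nM / Schedule: 1 h complex formation plus 1 h compound treatment, room temperature / Signal: FRET fluorescence / Read-out: loss of energy transfer signal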
# NCF1 inh: p47phox/p22phox peptide binding inhibitors, primary screen, biochemical, uHTS, NADPH oxidase regulatory subunit. fluorescence polarization, 2 h. 220,000 tested, 0.53% active. AID 1274, 2008. Neutrophil cytosol factor 1 (Homo sapiens), P14598. inhibition, % at 24.7 µM;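 active = inhibition above about 30%, limit read from the data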;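 note: 0% = p47phox with labelled peptide and 100% = labelled peptide alone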
# p97 ATPase inh: inhibitors of human p97 ATPase, primary screen, biochemical; Transitional endoplasmic reticulum ATPase (Homo sapiens), P55072; recombinant p97 ATPase, Kinase-Glo ATP luminescence, 3 h; inhibition, % at 8 µM; 220,000 tested, 0.42% active; in the data active = inhibition above about 15%;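 note: 0% = DMSO vehicle and 100% = wells lacking enzyme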
# EBV gp42 inh: Epstein-Barr virus gp42 inhibitors, primary screen, biochemical, uHTS, fluorescence polarization; Glycoprotein 42 (Epstein-Barr virus (strain AG876)), Q1HVG2; Fluorescence polarization binding assay, mP read-out; inhibition, % (tested at 21.74 µM); 220,000 tested, 0.42% active; AID 1085, 2008; in the data active = inhibition above about 50%
# Runt-SMMHC FRET: inhibitors of RUNX1 Runt–CBFb-SMMHC binding, primary screen, biochemical, FRET, Cerulean-Runt, Venus-CBFb-SMMHC, uHTS | Runt-related transcription factor 1 (Homo sapiens) + Core-binding factor subunit beta … | Cerulean-Runt/Venus-CBFb-SMMHC FRET ratio 530/480, 1 h | inhibition, % at 20 µM | 220,000 tested, 0.74% active | AID 1434, 2008;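 active = mean inhibition across duplicate retests at 20 µM reaching about 50%, limit read from the data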;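 note: 0% = DMSO wells and 100% = wells with excess untagged CBFb-SMMHC; inhibitors lower the FRET ratio by blocking Runt binding to CBFb-SMMHC; some results filed as inactive read as strong as hits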
# TbHK1 inh: Trypanosoma brucei hexokinase 1 inhibitors, primary screen, biochemical, G6PDH-coupled NADH absorbance, MLSCN library. hexokinase 1 [Trypanosoma brucei]. recombinant TbHK1, G6PDH-coupled NADH A340. inhibition, % at 10 µM. 220,000 tested, 0.11% active;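 active = inhibition of 50% or more in the single-dose primary screen; inactive = inhibition below 50%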
# m-calpain inh: inhibitors of pig calpain II, primary screen, biochemical, fluorogenic peptide substrate, 1536-well; purified calpain II, 30 min; inhibition, % at 16 µM; 220,000 tested, 0.37% active;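 active = inhibition above about 50%, limit read from the data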
# RBBP9 inh: human RBBP9 inhibitors, primary screen, biochemical, fluorescence polarization, FP-Rh probe, HTS | recombinant RBBP9 | inhibition, % at 7.94 µM | 220,000 tested, 0.2% active;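 active = inhibition above the campaign mean of all tested compounds plus 3 SD, cut at about 14% in these data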;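 note: plate controls were DMSO wells with RBBP9 for no effect and wells lacking RBBP9 protein for full effect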
# Target sequence (O75884 whole entry, looked up): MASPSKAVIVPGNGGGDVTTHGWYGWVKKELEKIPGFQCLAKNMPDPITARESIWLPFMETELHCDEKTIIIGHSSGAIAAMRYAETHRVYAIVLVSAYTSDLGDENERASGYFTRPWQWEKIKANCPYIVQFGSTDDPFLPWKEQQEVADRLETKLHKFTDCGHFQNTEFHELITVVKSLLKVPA
#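 System: RBBP9 protein / Buffer or medium: Tris/NaCl buffer pH 8.0 with 0.1% Pluronic / Probe or stimulus: Serine-hydrolase probe FP-Rh, 375 nM pre-mixing / Dosing: 7.94 µM single dose, 0.794% DMSO / Times: enzyme-compound preincubation 30 min, then probe labeling 45 min, 25 °C / Technique: fluorescence polarization (mP), excitation 525 nm, emission 598 nm / Replication: singlicate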
# Furin inh: human furin inhibitors, primary screen, biochemical, fluorescence intensity; inhibition, % at 30 µM; purified furin, fluorogenic substrate cleavage; P09958; AID 463115, 2010; 220,000 tested, 0.061% active; in the data active = inhibition above about 25%; note: inactives centre near -15
# * marks the source's active call; other numbers are inactive results; / = not tested or not shown; [ ] = another dose, or the depositor's remark.
SMILES,Runt-CBFb FRET,NCF1 inh,p97 ATPase inh,EBV gp42 inh,Runt-SMMHC FRET,TbHK1 inh,m-calpain inh,RBBP9 inh,Furin inh
Cc1cccc(-c2nnn(Cc3nnc(NC(=O)c4ccccc4)s3)n2)c1,-3,-14,2,-3,2,5,-18,-1,-16[20 µM]
CN(C)CCCN(C(=O)c1ccco1)c1nc2ccc(F)cc2s1,-1,5,-1,2,4,-10,-19,-8,-23
CC12CCC(C(=O)NNc3ccccc3)(C(=O)C1=O)C2(C)C (stereo not given),-3,-3,5,-13,2,-10,-3,-4,-13
CC12CCC(c3c(C(=O)Nc4nccs4)nn(-c4ccccc4)c31)C2(C)C (stereo not given),-2,-4,-5,4,-4,-6,6,-8,-6
COc1cccc(Oc2c(C)oc3c(CN4CCCC4)c(O)ccc3c2=O)c1,2,-4,4,0,3,-38,-315,-7,-18
CCCCOc1ccc(S(=O)(=O)Nc2cc(OC)ccc2OC)cc1,-1,8,-1,3,-2,12,24,8,-11
O=C(CCCn1c(SCC(=O)c2ccc(F)cc2)nc2ccccc2c1=O)NCc1ccccc1,-3,-8,0,3,-4,1,14,-2,-27[20 µM]
c1cncc(CSc2nnc3ccc(-c4cccs4)nn23)c1,1,-21,-1,-1,-6,-18,-211,4,-25
COc1ccc(C(=O)NCC(=O)OCC(=O)Nc2c(C)n(C)n(-c3ccccc3)c2=O)cc1,1,-10,2,-62,0,6,-25,1,-17[20 µM]
CCCNC(=O)CN1C(=O)NC(CCc2ccccc2)C1=O (stereo not given),-1,-4,3,-11,-3,-2,-14,-6,-23
CC(C)Cn1cc(C(=O)NCC2CCCO2)c2c3ccccc3n(C)c2c1=O (stereo not given),1,-7,3,-3,9,-10,-131,-8,-25[20 µM]
CCC1S/C(=N/N=C/c2ccco2)NC1=O (stereo not given),-2,-12,2,1,0,-61,7,-3,0
COc1ccc(OCCC(=O)OCC(=O)c2ccc[nH]2)cc1,-2,-1,4,-1,-6,0,-44,5,-21
Nc1ccc(Br)c2cccnc12,9,6,4,-21,14,-5,1,-1,-29
O=C(Nn1cnnc1)c1ccc(F)c(S(=O)(=O)N2CCCCC2)c1,-1,-1,4,-24,0,2,-4,3,-9
Cc1ccnc(NC(=O)CS(=O)(=O)Cc2ccccc2)c1,0,-23,2,-18,-4,24,-30,-4,-28[20 µM]
O=C(O)c1c(NC(=O)c2cccc3ccccc23)sc2c1CCC2,7,-26,4,-9,-9,-5,-12,-9,-3[20 µM]
COc1cc(C2CC(=O)Oc3c(C(CCN4CCN(c5ccccc5)CC4)c4ccc(N(C)C)cc4)c(OC)cc(OC)c32)cc(OC)c1OC (stereo not given),-2,-18,/,-8,1,-19,-65,/,-36
CCOC(=O)C1CCN(C(=O)Nc2ccc(Cl)cc2Cl)CC1,-4,-2,0,-11,0,1,2,-9,-2
CC(=O)c1ccc(NC(=O)C(NC(=O)c2ccccc2)=C(C)C)cc1,-2,-15,0,-10,-3,1,-8,-9,-15
COc1ccc(OC)c(C(=O)COC(=O)CNC(=O)C2CCCCC2)c1,1,-10,3,-21,-1,44,-16,-1,-9
C=CCNC(=O)NC(=O)COC(=O)CC(NC(N)=O)c1ccc(Cl)cc1 (stereo not given),0,1,2,-7,0,1,0,-8,-35
N#CC1=C(S)N=C(N)C(c2nc(-c3ccccc3)cs2)C12CCCC2 (stereo not given),39,-41,2,-15,28,-25,-20,-9,-12[20 µM]
NC(=O)C1CCN(CC(=O)NC(=O)NC2CCCC2)CC1,-1,-7,6,-3,1,1,-11,2,-25
CCOC(=O)c1cc2c(ccn2C)n1CC(=O)N1CCC(C)CC1,21,-105,-6,-4,-17,-9,-22,8,-3[20 µM]
Cc1cc([N+](=O)[O-])nn1CCCC(=O)Nc1cc(Cl)ccc1Cl,1,-2,5,3,1,-2,15,4,9
COC1(OC)N=C(N)C2(C#N)C(c3ccc(F)cc3)C12C#N (stereo not given),0,-8,5,-15,2,3,10,-4,-17
c1ccc(-n2cnc3cc(NCc4ccncc4)ccc32)cc1,9,-6,3,5,2,-1,-9,-4,-33
O=C(NCCC(=O)N1CCOCCOCCOCCOCC1)OCc1ccccc1,2,-8,1,-11,0,-12,12,-6,-27
NNC(=S)NCc1ccccc1,1,-9,3,-8,3,-2,4,-7,-21
C#CCOCCOCCOCCNc1nc(N2CCN(C(=O)[C@H](CCC(=O)O)n3cc(C(N)Cc4ccc(O)cc4)nn3)CC2)nc(N2CCN(C(=O)[C@H](CCC(=O)O)n3cc(C(N)[C@H](C)CC)nn3)CC2)n1 (stereo not given in full),-2,/,6,-11,-5,-14,5,-2,-8
O=C(NCc1cccnc1)c1cc(Sc2cccc(Cl)c2)nc2ccccc12,-9,4,-2,1,-3,5,2,-7,-13
O=C(NC(=S)Nc1nc2c(s1)CCCC2)c1ccc(C(=O)c2ccccc2)cc1,0,3,2,-11,-3,15,-22,-6,-5
CC1(C)CC(=O)c2cnc(NC(=O)C3CCCC3)nc2C1,-1,-25,4,-13,0,0,8,5,-5
O=C(N/N=C/c1ccccn1)C12CC3CC(CC(C3)C1)C2,1,-13,1,-15,2,-2,-2,-3,-8
CCOC(=O)CSc1ccc2nnc(CCNS(=O)(=O)c3ccccc3)n2n1,0,/,2,-9,2,3,10,4,-33
CC(=O)NC(Cc1c[nH]c2ccccc12)C(=O)OCC(=O)N1CCCCCC1 (stereo not given),1,-12,0,-4,0,1,-11,4,-11
O=C(CSC1=Nc2ccccc2C2=NC(CC(=O)NCc3ccco3)C(=O)N12)NCC1CCCO1 (stereo not given),2,1,-4,18,-2,-10,-13,-4,1
CC(C)CCN1CCN(Cc2cccc3nonc23)CC1CCO (stereo not given),-1,1,11,-19,1,-4,8,4,-10
CCOC(=O)c1sc(=S)n(C)c1NC(=O)c1ccccc1,43,-10,6,-33,17,-26,4,-6,-10
CCN(CC)c1ccc(N=Cc2ccc([N+](=O)[O-])o2)cc1,1,-10,-3,7,-20,-3,35,2,-4
CC(C)Oc1ccc(C(CC(=O)N(C)CCC#N)c2ccc(F)cc2)cc1 (stereo not given),-8,-14,-1,-9,3,29,-14,3,-8
COc1ccc(OC)c(CNC(=O)C2CCN(S(=O)(=O)N3CCCC3)CC2)c1,2,-8,5,-17,1,3,-17,3,-28
Fc1ccccc1-c1nc(-c2ccccc2)no1,-2,2,-2,-20,0,-1,9,-2,-14[20 µM]
CNC(=O)C(=O)NCCc1ccc(Cl)cc1,-2,-4,0,-33,0,-3,3,3,-11[20 µM]
CC(=O)NCC(=O)N(C)C(C(=O)Nc1ccc2c(c1)OCCO2)c1ccc(C)cc1 (stereo not given),0,-6,0,4,3,-8,-26,-5,-25
CCCCOC(=O)Nc1nnc(Cc2ccc(Cl)cc2)s1,0,1,0,7,-3,-5,-10,-3,-16
CC(NC(=O)C1(c2cccs2)CCOCC1)c1ccccc1 (stereo not given),-2,-8,2,-24,1,4,4,-4,-25
COc1ccc(S(=O)(=O)N2Cc3ccccc3CC2C(=O)Nc2ccc(O)cc2)cc1OC (stereo not given),0,-5,-1,1,0,-4,8,-6,-15
COc1ccc(CC(=O)N2CC(C)CC(C)C2)cc1OC (stereo not given),3,-4,-3,-1,-3,0,-3,-6,-13[20 µM]
S=C(Nc1ccccc1)N1CCCCC1,2,-5,2,-15,1,4,-4,0,-25[20 µM]
O=C(c1ccc(CS(=O)(=O)c2ccc(Br)cc2)o1)N1CCN(c2ccccn2)CC1,2,-9,-5,-19,-6,1,-21,1,-14
O=C(c1ccc(CSc2nc3ccncc3[nH]2)cc1)N1CCCCCC1,0,-4,-1,-10,1,-3,2,-5,-16
CCC(C)NC(=O)C1CCN(C(=O)N(C)C)CC1 (stereo not given),0,-7,-4,-22,-7,1,-13,0,-24
COc1cc(/C=C/C(=O)Nc2nc3ccc(S(=O)(=O)N(C)C)cc3s2)cc(OC)c1OC,-3,-10,0,0,2,-7,-131,-10,-22
Cc1ccc(-c2nc3ccccc3c(=O)n2NC(=O)c2cccs2)cc1,-3,4,-6,-3,-6,-1,32,-9,-11

# Of the compounds above, these have a halogen.
SMILES,Runt-CBFb FRET,NCF1 inh,p97 ATPase inh,EBV gp42 inh,Runt-SMMHC FRET,TbHK1 inh,m-calpain inh,RBBP9 inh,Furin inh
CN(C)CCCN(C(=O)c1ccco1)c1nc2ccc(F)cc2s1,-1,5,-1,2,4,-10,-19,-8,-23
O=C(CCCn1c(SCC(=O)c2ccc(F)cc2)nc2ccccc2c1=O)NCc1ccccc1,-3,-8,0,3,-4,1,14,-2,-27[20 µM]
Nc1ccc(Br)c2cccnc12,9,6,4,-21,14,-5,1,-1,-29
O=C(Nn1cnnc1)c1ccc(F)c(S(=O)(=O)N2CCCCC2)c1,-1,-1,4,-24,0,2,-4,3,-9
CCOC(=O)C1CCN(C(=O)Nc2ccc(Cl)cc2Cl)CC1,-4,-2,0,-11,0,1,2,-9,-2
C=CCNC(=O)NC(=O)COC(=O)CC(NC(N)=O)c1ccc(Cl)cc1 (stereo not given),0,1,2,-7,0,1,0,-8,-35
Cc1cc([N+](=O)[O-])nn1CCCC(=O)Nc1cc(Cl)ccc1Cl,1,-2,5,3,1,-2,15,4,9
COC1(OC)N=C(N)C2(C#N)C(c3ccc(F)cc3)C12C#N (stereo not given),0,-8,5,-15,2,3,10,-4,-17
O=C(NCc1cccnc1)c1cc(Sc2cccc(Cl)c2)nc2ccccc12,-9,4,-2,1,-3,5,2,-7,-13
CC(C)Oc1ccc(C(CC(=O)N(C)CCC#N)c2ccc(F)cc2)cc1 (stereo not given),-8,-14,-1,-9,3,29,-14,3,-8
Fc1ccccc1-c1nc(-c2ccccc2)no1,-2,2,-2,-20,0,-1,9,-2,-14[20 µM]
CNC(=O)C(=O)NCCc1ccc(Cl)cc1,-2,-4,0,-33,0,-3,3,3,-11[20 µM]
CCCCOC(=O)Nc1nnc(Cc2ccc(Cl)cc2)s1,0,1,0,7,-3,-5,-10,-3,-16
O=C(c1ccc(CS(=O)(=O)c2ccc(Br)cc2)o1)N1CCN(c2ccccn2)CC1,2,-9,-5,-19,-6,1,-21,1,-14
